Screens as filed in PubChem.
GPR35 arrestin U2OS = GPR35 antagonists blocking zaprinast-driven arrestin recruitment, primary screen, imaging, U2OS, beta-arrestin-GFP, zaprinast agonist (AID 2058) | 0.052% of 290,000 active | G-protein coupled receptor 35 (Homo sapiens) | one-dose inhibition, % at 10 µM; IC50 in µM for titrated hits | U2OS GPR35 beta-arrestin-GFP translocation imaging, zaprinast antagonism; higher % means a stronger effect;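 active = inhibition of at least 50% with at least 30 cells and total cytoplasm GFP at most 10,000,000; inconclusive = under 30 cells or total GFP of 10,000,000 plus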
Dengue-2 NS5 capping = Dengue-2 NS5 methyltransferase inhibitors, primary screen, biochemical, confirmation dose response (AID 588689). 0.3% of 340,000 active. Dengue-2 NS5 methyltransferase capping enzyme assay, biochemical; higher % means a stronger effect. Genome polyprotein (Dengue virus type 2 (strain 16681-PDK53)). inhibition, % at 25 µM, or IC50 in µM where a hit was titrated; in the data active = a potency from the dose series; inconclusive = inhibition above about 29% without an active follow-up result
HIV fusion peptide = inhibitors of HIV fusion peptide binding, primary screen, biochemical, uHTS, fluorescence dequenching (AID 1986); one-dose inhibition, % at 20 µM; IC50 in µM for titrated hits; cell-free peptide binding, fluorescence dequenching, 30 min; higher % means a stronger effect; 0.3% of 290,000 active; in the data active = inhibition mostly above about 52%, no sharp cut-off; inactive = mostly below about 76%; note: some results filed as inactive read as strong as hits
GPR55 antagonists = GPR55 antagonists blocking LPI-driven arrestin recruitment, primary screen, imaging, U2OS, beta-arrestin-GFP, LPI agonist (AID 2013); one-dose inhibition, % at 10 µM; IC50 in µM for titrated hits; 0.13% of 290,000 active; U2OS GPR55 beta-arrestin-GFP translocation imaging, LPI antagonism; higher % means a stronger effect;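 active = spots per cell inhibited over 60%, with over 100 cells counted and total cytoplasm intensity under 500,000; inconclusive = wells with under 100 cells, flagged as likely toxic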;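 note: U2OS cells stably carrying GPR55 and arrestin-GFP stimulated by 5 µM LPI near EC80; imaged beta-arrestin-GFP aggregate spots per cell after agonist stimulation; plate controls were LPI-stimulated DMSO wells for no effect and DMSO wells without LPI for full effect; some results filed as inactive read as strong as hits; confirmed hits need IC50 under 10 µM and bright autofluorescent wells are also inconclusive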
KOR beta-arrestin-1 = KOR antagonists, beta-arrestin recruitment, cell-based, luminescence, uHTS (AID 1778) | 0.091% of 290,000 active | Kappa-type opioid receptor (Homo sapiens) | inhibition, % at 10 µM, or IC50 in µM where a hit was titrated | KOR beta-arrestin recruitment, luminescence, antagonist mode; higher % means a stronger effect; in the data active = inhibition above about 50%; note: strong numbers were not always called active
KOR beta-arrestin-2 = KOR agonists, beta-arrestin recruitment, primary screen, cell-based, luminescence, uHTS (AID 1777). activation, % at 10 µM; hits with a dose series show EC50 in µM. 0.02% of 280,000 active. KOR beta-arrestin recruitment, luminescence; higher % means a stronger effect; in the data active = activation above about 50%, passing the limit was not always enough; note: a part of the inactive calls stands beside numbers as strong as those of hits
West Nile virus CPE = West Nile virus antiviral activity, cell-based, CPE readout (AID 1621). West Nile virus-infected cells, CPE inhibition; higher % means a stronger effect. one-dose CPE inhibition, % at 10 µM; IC50 in µM for titrated hits. 0.02% of 290,000 active; in the data active = a potency from the dose series; inconclusive = CPE inhibition mostly from about 3.7% at the one dose, without a potency; inactive = the rest, 99 in 100 with CPE inhibition below about 2.2%; note: strong numbers were not always called active
GPR55 beta-arrestin = GPR55 agonists via beta-arrestin recruitment, primary screen, imaging, U2OS cells, beta-arrestin-GFP redistribution (AID 1961) | U2OS GPR55 beta-arrestin-GFP redistribution imaging; higher % means a stronger effect | activation, % at 10 µM, or EC50 in µM where a hit was titrated | 0.048% of 290,000 active;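 active = activation above 40% with more than 50 cells counted in the well; inconclusive = wells holding fewer than 50 cells, flagged as toxic or sparse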;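 note: U2OS osteosarcoma cells stably expressing GPR55 and beta-arrestin-GFP; plate controls were DMSO negative control for no effect and LPI positive control for full effect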
NOD1 NF-kB reporter = NOD1 signaling inhibitors, primary screen, cell-based, luminescence, uHTS (AID 1578) | NOD1-driven NF-kB luciferase reporter cells, luminescence; higher % means a stronger effect | inhibition, % at 4 µM; hits with a dose series show EC50 in µM | 1% of 290,000 active; in the data active = inhibition mostly above about 36%, no sharp cut-off; inactive = mostly below about 34%;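 note: HEK-293T reporter cells stimulated with the NOD1 agonist gamma-tri-DAP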
Dengue-2 NS5 capping pilot replicate = further read-out of Dengue-2 NS5 capping, marked with its call; inhibition, %; measured here: pilot screen replicate inhibition
Numbers without * were called inactive; ? = inconclusive; . = no result given; [ ] = dose if it differs, or a comment. An excerpt; rates above refer to the full screens.

SMILES	GPR35 arrestin U2OS	Dengue-2 NS5 capping	HIV fusion peptide	GPR55 antagonists	KOR beta-arrestin-1	KOR beta-arrestin-2	West Nile virus CPE	GPR55 beta-arrestin	NOD1 NF-kB reporter	others
CCOC(CNC(=O)C(=O)Nc1cc2c3c(c1)CC(=O)N3CCC2)OCC	0.6%	-2.6%	0.1%	3.7%	-36.3%	-4.1%	0.0%	0.1%	4.7%
O=C(CSc1ccc2nnc(-c3ccc(Cl)cc3)n2n1)N1CCc2ccccc21	-1.7%	-2.8%	-2.1%	3.9%	36.8%	0.8%	.	-0.3%	-10.1%
COC(=O)c1cc(=O)n2c(-c3ccccc3)csc2n1	1.4%	-5.3%	-1.5%	-5.8%	-5.7%	-8.0%	.	0.0%	15.1%
Cc1ccc(-n2nnnc2CNC(=O)c2ccc(Br)o2)cc1C	-13.9%	5.2%	0.2%	-0.3%	20.1%	0.2%	-0.2%	0.7%	-6.7%
Cc1ccc2c(CC(=O)OCc3csc(C)n3)coc2c1	-5.4%	0.0%	0.5%	2.2%	-0.9%	-3.2%	0.5%	-0.2%	-29.1%
COCCNc1nc2c(c(=O)n(C)c(=O)n2C)n1Cc1cccc(C)c1	-21.0%	-9.7%	-3.2%	0.2%	-5.6%	10.0%	-1.4%	0.2%	19.0%
CC1(C)CC(c2csc(N)n2)CCO1 (stereo unspecified)	-19.0%	-0.6%	0.2%	3.2%	-34.0%	-6.2%	0.0%	-0.3%	-0.1%
CNC(=O)c1c(Cl)cnn1-c1ccc(F)cc1	-8.5%	-4.4%	-2.5%	7.5%	-12.2%	0.2%	0.1%	0.4%	18.7%
CN(C)c1ccc(/C=N/NC(=O)c2nnn(-c3nonc3N)c2CN(C)c2ccccc2)cc1	-3.4%	0.0%	-1.7%	-16.8%	-57.3%	3.2%	0.0%	-0.1%	30.9%
Cc1occc1C(=O)NC(C)C(C)(C)C (stereo unspecified)	0.9%	-4.0%	1.5%	-24.6%	-7.9%	3.3%	0.5%	-0.1%	-19.8%
COc1ccc(CNS(=O)(=O)NCc2ccc(C)cc2)cc1	-1.9%	-13.7%	-0.6%	-4.3%	-36.7%	1.4%	.	-0.5%	-42.1%
CC(=O)Nc1nn(C)c2nc3cc(C)ccc3cc12	2.8%	-6.9%	-1.5%	6.2%	4.8%	2.1%	-0.3%	0.3%	6.3%
Cc1cc(=O)n(-c2ccc(C(=O)O)cc2)[nH]1	-20.4%	-1.6%	26.3%	2.4%	1.4%	-3.4%	1.1%	-0.4%	-0.7%
O=C(CNC(=O)c1cccc(Cl)c1)N/N=C/c1cccnc1	9.8%	4.6%	0.6%	6.3%	-8.6%	3.8%	0.0%	-0.2%	-8.3%
COCc1cc(=O)[nH]c2cc(NC(=O)c3cccc(OC)c3)c(C)cc12	12.5%	3.6%	-0.4%	4.5%	-0.8%	1.8%	-0.8%	0.0%	-4.8%
Oc1cccc(-c2nc3ccc4ccccc4c3c3c2CCC3)c1	6.9%	2.1%	-2.9%	-5.7%	-52.3%	3.3%	-0.2%	-0.1%	-16.0%
Cc1ccc(CNC(=O)CN2C(=O)c3ccccc3S2(=O)=O)cc1	0.5%	-0.8%	-1.7%	8.9%	-3.5%	-2.7%	0.2%	-0.2%	-32.6%
CC(NCCOc1ccccc1F)C(=O)Nc1ccc(S(N)(=O)=O)cc1 (stereo unspecified)	-10.2%	-5.2%	2.4%	4.0%	17.0%	-1.1%	-0.6%	0.0%	-8.9%
O=C(Cc1ccccc1)c1c[nH]c(C(=O)NCCCn2ccnc2)c1	5.5%	.	0.3%	7.6%	-37.6%	1.2%	-0.2%	0.0%	-29.1%
O=C1Nc2ccc(Br)cc2/C1=C/C(=O)c1ccc2c(c1)OCO2	14.6%	-0.8%	-4.1%	3.4%	-7.9%	0.8%	1.8%	0.6%	-1.1%
CN(C)S(=O)(=O)c1ccc(/C(O)=C2/C(=O)C(=O)N(Cc3cccnc3)C2c2ccco2)cc1 (stereo unspecified)	0.7%	9.5%	2.9%	33.0%	31.1%	-1.5%	0.2%	0.4%	-24.4%
COc1ccccc1-n1c(C)nnc1SCC(=O)NCc1ccccc1	-4.5%	-4.1%	0.2%	-3.8%	-28.4%	0.6%	0.5%	0.1%	6.6%
Cc1ccc(S(=O)(=O)N2CCN(CC(=O)N/N=C/c3ccc(C)o3)CC2)cc1	-4.9%	-3.7%	-0.6%	9.7%	9.5%	-2.9%	-0.2%	-0.1%	3.5%
CCN(CC)c1ccc(/C=N/NS(=O)(=O)c2cccc([N+](=O)[O-])c2)cc1	1.9%	1.4%	2.3%	9.5%	24.6%	-3.6%	0.1%	-0.1%	-28.1%
Fc1ccc(-c2cc(C(F)(F)F)nc(NCc3cccs3)n2)cc1	5.0%	-9.0%	1.2%	-3.0%	17.1%	10.1%	-1.5%	-0.2%	-34.7%

New compounds follow
SMILES	GPR35 arrestin U2OS	Dengue-2 NS5 capping	HIV fusion peptide	GPR55 antagonists	KOR beta-arrestin-1	KOR beta-arrestin-2	West Nile virus CPE	GPR55 beta-arrestin	NOD1 NF-kB reporter	others
CC(OC(=O)c1snc(C(=O)NC2CCCCC2)c1N)C(=O)NC(C)(C)C (stereo unspecified)	-10.3%	-4.8%	2.1%	-2.1%	-12.8%	-1.3%	0.9%	-0.3%	-22.0%
O=C1NC(=O)/C(=C/c2ccc(-c3cc(C(=O)O)ccc3Cl)o2)S1	-24.0%	49.4µM*	25.8µM*	6.4%	-11.2%	0.2%	2.7%	-0.1%	13.2%	Dengue-2 NS5 capping pilot replicate=36.3*
Oc1c(C(c2cccc(F)c2)N2CCN(Cc3ccccc3)CC2)sc2ncnn12 (stereo unspecified)	1.5%	-0.7%	4.3%	8.2%	-19.7%	1.4%	0.3%	0.0%	0.5%
CC1(C)Cc2noc(N)c2C(C)(C)N1OC(=O)c1ccco1	-13.5%	6.3%	0.9%	5.5%	4.5%	5.6%	0.2%	0.3%	-6.7%
COc1ccc(C(CC(=O)O)NC(=O)c2ccco2)cc1OC (stereo unspecified)	-10.3%	3.4%	2.0%	3.8%	3.4%	2.0%	0.1%	0.3%	-7.3%
Cc1c(C(=O)O)nnn1-c1ccccc1	-13.8%	-6.9%	-1.7%	13.1%	-12.9%	6.9%	0.7%	0.2%	-20.0%
CS(=O)(=O)N(CC(=O)Nc1ccccc1Br)Cc1ccccc1	-15.5%	4.6%	-1.1%	.	15.8%	-2.3%	-0.7%	0.0%	2.3%
CC(=O)N1N=C2/C(=C/c3ccccc3)CCCC2C1c1ccccc1 (stereo unspecified)	-1.7%	-1.5%	-1.2%	-2.3%	-33.3%[20 µM]	.	-1.8%	-0.1%	79.9%*
CCc1cc2cc3c(cc2nc1SCC(=O)Nc1nnc(C)s1)OCCO3	-4.1%	-7.0%	-0.3%	-7.7%	4.1%	4.1%	?	-0.4%	-18.7%
C[C@@H]1CN(Cc2nc(-c3cccs3)no2)C[C@H](C)O1	4.1%	1.1%	-0.2%	-12.7%	-46.4%[20 µM]	.	-0.2%	-0.1%	-29.6%
COc1ccc2oc(C(=O)C3CC3)c(N)c2c1	6.7%	-4.0%	-2.3%	16.5%	9.6%	-1.8%	0.2%	-0.2%	-49.9%
Nn1c(SCC(=O)NC(=O)NCc2ccco2)nnc1-c1ccc(OC(F)F)cc1	7.3%	2.7%	8.3%	0.1%	0.6%	0.3%	.	0.5%	-25.7%
CCOc1ccc(N(C(C)C(=O)Nc2ccc(OC)cc2)S(C)(=O)=O)cc1 (stereo unspecified)	-11.8%	-4.9%	2.1%	9.8%	3.3%	0.9%	-1.2%	-0.3%	3.2%
NS(=O)(=O)c1ccc(CNC(=O)/C=C/c2c(F)cccc2Cl)cc1	1.4%	3.1%	1.1%	13.3%	-40.9%[20 µM]	-5.2%	-0.5%	-0.1%	-22.0%
Cc1nn(-c2ccccc2)c(Cl)c1/C=N/NC(N)=O	-6.2%	9.9%	-1.7%	-0.1%	4.6%	-2.2%	0.5%	-0.2%	-7.1%
CCOc1ccc(S(=O)(=O)N2CCCC(C(=O)Nc3cc(C)cc(C)c3)C2)cc1 (stereo unspecified)	-8.6%	-2.5%	0.4%	3.9%	-6.8%	-1.2%	0.7%	0.2%	-7.8%
CN(C)C=NC(=O)c1cc(C(=O)c2ccc(C(C)(C)C)cc2)c[nH]1	-0.8%	-4.0%	-1.1%	13.3%	-9.1%	-2.8%	-0.8%	0.6%	24.9%
C=CCNC(=O)c1sc(-c2ccccc2)nc1C	-3.8%	-5.9%	1.1%	-7.4%	16.6%[20 µM]	-8.0%	0.0%	0.2%	-38.9%
C/C(=N\N1C(C)CCCC1C)c1ccccc1O (stereo unspecified)	5.9%	-7.3%	-0.8%	-12.0%	9.0%	-4.7%	0.3%	-0.3%	-9.7%
C=CCOC(=O)C1=C(C)NC2(O)c3ccccc3C(=O)C12O (stereo unspecified)	4.8%	8.3%	1.5%	3.9%	5.2%	5.8%	0.2%	-0.2%	-12.7%
CCOc1ccc(S(=O)(=O)N2CCN(C(=S)NCc3ccco3)CC2)cc1	-15.2%	-9.4%	-0.1%	12.2%	3.6%	-0.4%	-0.7%	-0.2%	2.8%
O=C(Nc1nn(Cc2ccc(Cl)cc2)cc1Br)c1ccc(COc2ccccc2Cl)o1	-3.5%	-1.4%	-2.7%	9.7%	-17.1%	-2.0%	0.1%	-0.1%	-16.8%
CN1CCN(C(=O)C23CCC(C)(C(=O)C2Br)C3(C)C)CC1 (stereo unspecified)	2.8%	-4.6%	0.5%	8.5%	8.1%	-4.7%	0.6%	-0.1%	0.0%
Cc1ccc(-n2c(C)nnc2SCC(=O)N2CCOCC2)cc1	-4.3%	-3.3%	1.1%	6.8%	-8.5%	-0.1%	-0.2%	0.1%	-11.0%
Cc1ccc(OCCn2c3ccccc3n3nc(C)c(=O)nc23)cc1	-8.3%	0.0%	2.2%	-0.8%	4.6%[20 µM]	-6.3%	-0.9%	-0.1%	-22.9%
